HRas wt GTP bind = modulators of GTP binding to human HRas wildtype | P01112 | GST-Ras wt beads, Bodipy-FL-GTP binding, flow cytometry; actives lie on both sides | GTP binding activity, % at 10 µM | actives 0.14% (n = 190,000) | AID 759;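 active = GTP binding activity at least 20% away from the 100% baseline, either lowered as inhibitor or raised as activator; inconclusive = flagged as likely green fluorescent, judged across all proteins in the well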;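 note: 0% = unlabeled GTP competition control and 100% = no-compound control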
Rab2A wt mod = changes GTP binding to wildtype dog Rab2A, up or down; GTP binding activity, % at 10 µM; actives 0.19% (n = 190,000); GST-Rab2 wt beads, Bodipy-GTP binding, flow cytometry;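 active = GTP binding activity at least 20 points away from 100%, either lowered or raised; inconclusive = signal likely due to the compound's own green fluorescence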;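 note: 0% = beads with excess unlabeled GTP and 100% = no-compound control corrected for plate trend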
Avidin bead fluor = compound fluoresces at 488/530 nm on avidin beads | compound fluorescence 488/530 nm, flow cytometry; stronger effect = higher value | fluorescence (KMESF) at 10 µM | actives 0.38% (n = 220,000) | AID 1775; in the data active = fluorescence above about 47; note: inactives centre near 10
Rac1 act GTP bind = alters GTP binding to activated mutant human Rac1. percent activity (GTP binding), % at 10 µM. actives 0.11% (n = 190,000). P63000. GST-Rac1 activated beads, fluorescent GTP binding, flow cytometry; actives lie on both sides; 100% means binding = to untreated wells;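 active = GTP binding at least 20 percentage points away from the 100% baseline, in either direction, so actives lie on both sides; inconclusive = Compound likely fluorescent itself, or too few beads counted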
ABCG2 inh = human ABCG2 inhibition, ABCB1 as counter-screen | IgMXP3 cells, JC-1 efflux, flow cytometry | inhibition, % at 6.6 µM | actives 0.1% (n = 190,000) | AID 1325;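 active = inhibition above 80%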;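 note: 0% = DMSO and 100% = nicardipine control wells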
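Test system: IgMXP3 (ABCG2) plus far-red-tagged CCRF-Adr (ABCB1) cells / Amount: 3 million cells/mL in well / Reagent: JC-1 transporter substrate / Timing: 10 min compound exposure, 25 °C / Signal: flow cytometry, 530 nm JC-1 signal / Read-out: percent efflux inhibition, scaled nicardipine 100% to DMSO 0% / Benchmarks: nicardipine as high control, DMSO as low control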
Pf gametocyte = kills late stage P. falciparum gametocytes | P. falciparum stage V gametocytes, ATP luminescence, 24 h | inhibition, % at 10.9 µM | actives 0.065% (n = 150,000);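 active = inhibition above the mean plus 3 SD of compounds within the control limits, set per campaign, cut at about 38% in these data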;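 note: 0% = DMSO wells and 100% = medium only without gametocytes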
Rab7 wt modul = alters GTP binding to wildtype dog Rab7; actives 0.055% (n = 190,000); GTP binding activity (percent of control), % at 10 µM; GST-Rab7 beads, fluorescent GTP binding, flow cytometry; actives lie on both sides; untreated = 100%, excess cold GTP = 0%; AID 758;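 active = fluorescent GTP binding to Rab7 beads changed by at least 20 points from the 100% baseline, either direction, mostly lower; inconclusive = compound itself probably fluorescent, or too few beads counted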;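 note: median green fluorescence of bound Bodipy-FL-GTP per Rab7 bead population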
GSH bead fluor = compound fluoresces at 488/530 nm on GSH beads | GSH beads flow cytometry, compound fluorescence 488/530 nm; stronger effect = higher value | fluorescence (KMESF) at 10 µM | actives 0.25% (n = 190,000); in the data active = fluorescence above about 89;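 note: glutathione beads carrying GST-tagged Bcl family fusion proteins plus one bare bead set; values are compound well signal with DMSO vehicle wells as background; inactives centre near 16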
Cdc42 wt GTP = human Cdc42 wildtype GTP binding change, either direction | percent activity (GTP binding), % at 10 µM | actives 0.2% (n = 190,000) | GST-Cdc42 beads, Bodipy-GTP binding, flow cytometry; actives lie on both sides;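 active = percent activity GTP binding at least 20 points away from the 100% baseline, either down as inhibitor or up as activator; inconclusive = compound flagged as likely green fluorescent from well-wide comparison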;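 note: median bead fluorescence of bound Bodipy-FL-GTP at 100 nM; 0% = excess unlabeled GTP control and 100% = no compound control; below 100% means less GTP binding so inhibitor and above means activator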
Rac1 wt GTP bind = alters GTP binding to wildtype human Rac1. P63000. GST-Rac1 beads, fluorescent GTP binding, flow cytometry; actives lie on both sides; 0 = cold GTP competed, 100 = untreated. GTP binding activity (% of control), % at 10 µM. actives 0.27% (n = 190,000);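 active = GTP binding activity at least 20 points away from the 100% control level, either lower or higher; inconclusive = compound flagged as likely green fluorescent, judged across all proteins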
ABCB1 inh = human ABCB1 inhibition, ABCG2 as counter-screen. CCRF-Adr cells, JC-1 efflux, flow cytometry. P08183. actives 0.067% (n = 190,000). inhibition, % at 6.6 µM; in the data active = inhibition above about 40%;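 note: 0% = vehicle and 100% = reference inhibitor; higher value means more JC-1 retained so stronger ABCB1 efflux block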
Target sequence (P08183 whole entry, looked up): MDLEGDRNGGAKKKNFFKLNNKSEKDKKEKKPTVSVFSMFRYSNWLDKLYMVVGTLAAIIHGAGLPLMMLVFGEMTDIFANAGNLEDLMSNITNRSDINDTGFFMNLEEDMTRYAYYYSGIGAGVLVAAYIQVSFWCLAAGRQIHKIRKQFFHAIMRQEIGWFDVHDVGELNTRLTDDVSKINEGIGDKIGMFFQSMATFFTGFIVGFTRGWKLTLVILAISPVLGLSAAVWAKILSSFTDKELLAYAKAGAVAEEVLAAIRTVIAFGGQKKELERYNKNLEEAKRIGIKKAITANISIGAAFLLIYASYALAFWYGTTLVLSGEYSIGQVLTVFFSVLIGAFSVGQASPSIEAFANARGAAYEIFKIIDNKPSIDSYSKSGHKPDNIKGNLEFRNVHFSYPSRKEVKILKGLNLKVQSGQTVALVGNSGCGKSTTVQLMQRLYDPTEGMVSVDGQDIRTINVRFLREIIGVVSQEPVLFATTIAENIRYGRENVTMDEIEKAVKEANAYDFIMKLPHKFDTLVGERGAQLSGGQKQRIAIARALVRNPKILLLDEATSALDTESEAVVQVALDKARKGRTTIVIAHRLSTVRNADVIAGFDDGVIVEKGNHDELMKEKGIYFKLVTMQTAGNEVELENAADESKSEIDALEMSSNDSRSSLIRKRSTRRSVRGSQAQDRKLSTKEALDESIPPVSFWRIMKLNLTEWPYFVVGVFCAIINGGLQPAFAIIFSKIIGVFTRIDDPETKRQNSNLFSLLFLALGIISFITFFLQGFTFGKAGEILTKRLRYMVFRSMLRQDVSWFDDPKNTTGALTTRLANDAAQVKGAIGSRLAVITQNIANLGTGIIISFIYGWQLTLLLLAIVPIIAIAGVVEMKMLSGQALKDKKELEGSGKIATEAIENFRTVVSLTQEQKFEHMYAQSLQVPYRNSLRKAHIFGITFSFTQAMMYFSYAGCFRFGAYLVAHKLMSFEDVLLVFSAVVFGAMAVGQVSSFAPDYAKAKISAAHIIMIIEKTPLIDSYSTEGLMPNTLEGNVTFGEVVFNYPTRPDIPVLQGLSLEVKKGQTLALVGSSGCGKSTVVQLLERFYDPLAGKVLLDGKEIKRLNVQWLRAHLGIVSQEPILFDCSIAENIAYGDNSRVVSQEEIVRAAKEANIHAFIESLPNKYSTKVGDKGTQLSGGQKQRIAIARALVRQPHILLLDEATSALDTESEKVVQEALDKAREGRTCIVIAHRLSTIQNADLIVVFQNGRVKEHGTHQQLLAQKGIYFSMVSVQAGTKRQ
An asterisk follows results filed as active; ? = inconclusive; · = not tested or not shown.

SMILES	HRas wt GTP bind	Rab2A wt mod	Avidin bead fluor	Rac1 act GTP bind	ABCG2 inh	Pf gametocyte	Rab7 wt modul	GSH bead fluor	Cdc42 wt GTP	Rac1 wt GTP bind	ABCB1 inh
CCc1ccc(NC(=O)CSCc2ccc(C(=O)O)cc2)cc1	92	94	10	90	-1	-35	97	11	91	89	-0.3
Cc1nonc1CN(C)C(=O)CC1C(=O)NCCN1Cc1ccccc1C(F)(F)F (stereo not drawn)	98	97	9	98	1	1	97	50	97	100	0.5
CN(CCc1ccccn1)C(=O)CCC1CCCN(Cc2ccccc2OC(F)F)C1 (stereo not drawn)	99	99	6	97	1	7	99	12	99	99	-0.3
COc1cc2cc3c(N)c(C(=O)NCc4ccco4)sc3nc2cc1OC	96	94	6	96	-1	·	102	41	97	98	-0.1
O=C(CN(CCc1ccccc1)C(=O)c1csnn1)NC1CCCC1	102	101	11	97	1	·	103	17	100	102	0.5
COc1ccccc1NC(=S)N1CCC(c2nc3ccccc3o2)CC1	101	100	21	97	31	-3	100	10	101	102	0.8
COCC(C)NS(=O)(=O)c1ccc(C)cc1 (stereo not drawn)	98	97	25	97	1	·	99	24	97	99	0.0
CCN(CC)CCOC(=O)c1c(C)oc2ccc(OC)cc12	100	102	7	100	12	·	103	26	102	102	0.8
O=C(N/N=C/C=C/c1ccccc1)c1cc2c(ccc3ccccc32)o1	102	100	9	100	1	·	97	26	101	100	-0.1
CC(=O)Nc1ccc(S(=O)(=O)N2CCCc3ccccc32)cc1	103	100	13	100	3	28	100	34	105	115	-0.4
Cc1cc(C)n(C(=O)c2cc3sccc3[nH]2)n1	93	94	5	96	7	·	90	12	93	99	1.1
CC(C)c1cc(CN2CCN(C3CCCC3)C(CCO)C2)[nH]n1 (stereo not drawn)	96	96	10	98	12	0	97	22	97	99	1.6
Cc1ccc(C2C(C(=O)c3sc(C)nc3C)=C(O)C(=O)N2CCN(C)C)o1 (stereo not drawn)	102	102	3	100	1	16	102	45	105	105	0.0
Cc1ccc(S(N)(=O)=O)c(C)c1N1CCCC1=O	96	95	11	94	1	10	95	12	94	96	0.3
COc1ccccc1NC(=O)N1CCCC1C(=O)Nc1ccc2c(c1)OCCO2 (stereo not drawn)	97	99	11	93	1	0	95	16	96	102	0.8
O=C(Cc1ccccc1)Nc1nonc1NC(=O)c1ccccc1	100	100	8	98	-2	·	101	27	102	104	-2.3
O=C(CC1C(=O)NCCN1Cc1ccc(-c2ccccc2)cc1)NCCc1ccccn1 (stereo not drawn)	98	99	2	93	1	16	102	8	97	95	0.3
CCCn1c(SCc2ccon2)nc2ccccc2c1=O	100	99	33	98	9	·	104	11	100	103	0.9
COC(=O)CCN(C(=O)c1ccc(N2CCCC2)c([N+](=O)[O-])c1)c1ccccn1	101	99	9	97	9	-7	107	17	97	101	2.3
CC(=O)c1ccc2c3c(cccc13)CC2	94	94	3	95	3	·	95	43	93	93	0.3
Cc1ccnc(N2CCC(C(=O)NNC(=O)COc3cccc4ccccc34)CC2)n1	100	100	11	99	6	16	97	11	104	105	0.4
CCOC(=O)CSc1nc2c(c(=O)n1-c1ccc(OC)cc1)SCC2	102	101	6	98	-4	·	103	24	103	104	-2.3
CC1(C)CC(=O)c2ccc(O)cc2O1	98	97	9	95	0	4	103	26	95	99	0.2
Cc1ccc(S(=O)(=O)N2CCCCC2)cc1NC(=O)Cn1ccsc1=N	99	100	10	96	2	-26	103	18	98	99	1.4
CC(C)OC(=O)/C(=C\c1cccc2ccccc12)NC(=O)c1ccccc1	102	101	6	101	-3	-9	97	10	102	99	-0.5

The results go on:
SMILES	HRas wt GTP bind	Rab2A wt mod	Avidin bead fluor	Rac1 act GTP bind	ABCG2 inh	Pf gametocyte	Rab7 wt modul	GSH bead fluor	Cdc42 wt GTP	Rac1 wt GTP bind	ABCB1 inh
Cc1ccccc1NS(=O)(=O)CCCCC(Cl)(Cl)Cl	96	96	5	95	4	0	96	19	99	100	1.9
C=CCNC(=S)NNC(=O)c1cccn(Cc2ccc(Cl)cc2)c1=O	102	103	11	100	1	9	99	27	104	103	0.4
COc1ccc(NS(=O)(=O)c2ccc(NC(=S)NC(=O)c3ccc(F)cc3)cc2)nn1	97	97	13	93	0	-22	96	16	94	95	-0.3
Cc1ccc2cc3c(nc2c1)N(c1ccccc1)CC3	103	102	8	96	14	0	111	19	100	101	0.3
Cc1cccc(-n2cc(CN3CCN(C(=O)c4ncn[nH]4)CC3)c(-c3cccc(F)c3)n2)c1	93	95	13	95	15	6	98	12	93	92	14
Cc1cc(/C=C2/NC(=O)N(c3ccccc3)C2=O)c(C)n1-c1cccnc1	101	100	3	99	12	·	99	9	103	106	2.2
CC(C)(C)SCCNC(=O)CN(c1ccccc1)S(=O)(=O)c1ccccc1	99	98	10	95	1	7	105	10	97	101	0.4
O=C(O)Cc1csc2ccccc12	104	101	20	101	25	·	97	29	103	106	1.0
CCOc1ccccc1NS(=O)(=O)c1cccs1	102	101	22	100	1	·	102	16	104	101	0.0
Cc1ccc(-c2noc(COc3ccccc3C)n2)cc1	101	101	7	100	4	·	97	16	102	100	0.6
COc1cc(C(=O)NCC(=O)N/N=C/c2ccccn2)cc(OC)c1OC	109	113	12	102	0	3	114	14	109	107	0.5
COc1ccc(-c2ccc(=O)n(Cc3cc(=O)n4ccccc4n3)n2)cc1	94	93	25	94	4	·	94	24	94	97	0.8
Cc1c(/C=N/n2cnnc2)c2ccccc2n1CCOc1ccccc1	98	99	20	100	19	-4	93	25	98	106	-0.1
COc1ccc(C(=O)NC(=S)NNC(=O)c2cnccn2)cc1OC	99	97	11	98	10	·	100	10	104	102	0.0
CC(C)NC(=S)Nc1ccc2nc3n(c(=O)c2c1)CCCCC3	104	100	12	101	6	-15	101	21	102	104	-0.8
Cc1ccc(NC(=O)C2CC(=O)n3c(nc4ccccc43)N2)cc1 (stereo not drawn)	101	101	21	96	0	3	104	11	99	99	-0.1
CC(C)CCNC(=O)CSc1nc2ccccc2s1	96	98	7	92	10	-3	102	15	96	95	1.1
Cn1cc(S(=O)(=O)CC(=O)Nc2ccc3c(c2)OCCO3)c2ccccc21	99	100	6	98	2	2	99	17	100	103	0.6
COC(=O)c1ccc(O)c(Sc2cc(C(=O)OC)ccc2O)c1	99	98	11	96	2	·	101	16	97	95	0.4
O=C(O)c1ccc(CN2C(=O)CSC2=S)cc1	100	99	10	98	-7	·	101	11	101	101	-8.3
Cc1ccc(N2C(=O)C3NN=C(C(=O)OCc4ccccc4)C3C2=O)c(C)c1 (stereo not drawn)	102	98	4	100	-1	8	99	6	99	105	-0.1
CCC(C)Nc1nc(SC(C(C)=O)C(C)=O)nc(N(C)C)n1 (stereo not drawn)	104	104	8	99	4	15	103	12	100	103	0.5
CCOC(=O)C1=C(C)NC(=O)NC1c1ccc2c(c1)OCCO2 (stereo not drawn)	99	98	20	99	3	·	97	53	100	106	0.6
C[C@@H](C[C@@H](O)[C@H](O)C(C)(C)O)[C@@H]1CC[C@]2(C)C3=CC[C@H]4C(C)(C)C(=O)CC[C@]4(C)[C@H]3CC[C@@]12C	97	93	11	94	14	-4	97	20	94	97	1.5
COc1cc(C(C)=O)ccc1Oc1ncnc2c1cnn2-c1ccccc1	99	99	7	98	9	-28	96	9	101	105	-0.9

Continued:
SMILES	HRas wt GTP bind	Rab2A wt mod	Avidin bead fluor	Rac1 act GTP bind	ABCG2 inh	Pf gametocyte	Rab7 wt modul	GSH bead fluor	Cdc42 wt GTP	Rac1 wt GTP bind	ABCB1 inh
Cc1cnc(NC(=O)c2nn(C)cc2[N+](=O)[O-])s1	95	95	8	93	16	-16	95	20	95	96	1.4
O=C(CSc1ccc(-c2nc3ccccc3[nH]2)cn1)N1CCN(C(=O)c2ccco2)CC1	99	98	6	98	0	12	97	18	100	102	0.0
CN(C)c1ccc(CNC(=O)c2ccc(CNc3c(N4CCCCC4)c(=O)c3=O)cc2)cc1	101	100	7	98	-3	·	104	19	98	101	-2.5
CN(C)S(=O)(=O)c1ccc(C(=O)OCC(=O)Nc2ccccc2OC(F)F)cc1	?	?	14	?	0	-10	?	20	?	?	-0.1
CCOc1ccc(-n2c(SC(C)C)nc3c(c2=O)SCC3)cc1	102	101	10	99	5	·	106	38	101	107	1.3
Cc1ccccc1C(=O)Nc1cccc(-c2ccc3nncn3n2)c1	97	98	12	96	4	4	105	9	97	98	-0.1
CCn1c(=O)n(CC)c2cc(S(=O)(=O)Nc3ccccc3C)c(C)cc21	94	93	30	91	6	·	93	36	94	91	1.6
Cc1cccc(NC(=O)/C(C#N)=C\c2cn(CC(=O)O)c3ccccc23)c1	99	98	9	95	-7	2	98	15	96	100	-1.3
CC(C)Cn1c(C(C)C)nc([N+](=O)[O-])c1Sc1ccc(Cl)cn1	102	99	7	101	11	·	103	27	105	108	3.9
O=C(CSc1nc(Nc2ccccc2)nc(N2CCOCC2)n1)Nc1ccc2c(c1)OCCO2	99	99	8	96	-2	·	99	37	100	97	-2.4
COc1ccccc1Oc1ccc2c(c1)C(=O)N(c1ccc(Br)c3cccnc13)C2=O	99	99	15	97	3	-1	94	27	98	102	3.0
CCOC(=O)c1nnn(-c2nn3nnnc3c3ccccc23)c1C	99	101	3	100	0	·	95	19	100	100	-0.1
COCCn1c(SCC(=O)Nc2ccc(C)cc2)nc2c(oc3ccccc32)c1=O	96	99	12	100	1	-10	100	18	102	103	0.7
COC(=O)c1cc(Cl)c(NC(=O)/C=C/c2ccc(Cl)cc2Cl)cc1OC	100	100	29	96	23	·	98	21	102	106	1.2
CCOC(=O)c1ccc(NC(=O)CC2C(=O)OCCN2CC)cc1 (stereo not drawn)	97	95	8	95	24	24	95	9	96	99	0.8
Cc1cc(C)cc(C(=O)N2CC(C)OC(C)C2)c1 (stereo not drawn)	106	105	25	102	19	19	104	23	106	110	-0.2
CN(C)S(=O)(=O)c1cccc(NC(=O)CCNC(=O)c2ccccc2Cl)c1	97	100	24	99	-15	11	98	11	101	102	-0.6

Part of the list above, with bars between the fields:
mol | HRas wt GTP bind | Rab2A wt mod | Avidin bead fluor | Rac1 act GTP bind | ABCG2 inh | Pf gametocyte | Rab7 wt modul | GSH bead fluor | Cdc42 wt GTP | Rac1 wt GTP bind | ABCB1 inh
CN(C)c1ccc(CNC(=O)c2ccc(CNc3c(N4CCCCC4)c(=O)c3=O)cc2)cc1 | 101 | 100 | 7 | 98 | -3 | · | 104 | 19 | 98 | 101 | -2.5
COCCn1c(SCC(=O)Nc2ccc(C)cc2)nc2c(oc3ccccc32)c1=O | 96 | 99 | 12 | 100 | 1 | -10 | 100 | 18 | 102 | 103 | 0.7
